STK33 kinase inh – inhibitors of human STK33 kinase. Q9BYT3. purified STK33, MBP phosphorylation, ADP-Glo luminescence. inhibition, % at 10 µM. 320,000 tested, 0.073% active;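 active = inhibition at or above 25%, using the most active replicate where run in duplicate; inactive = inhibition below 25%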
Target sequence (Q9BYT3 whole entry, looked up): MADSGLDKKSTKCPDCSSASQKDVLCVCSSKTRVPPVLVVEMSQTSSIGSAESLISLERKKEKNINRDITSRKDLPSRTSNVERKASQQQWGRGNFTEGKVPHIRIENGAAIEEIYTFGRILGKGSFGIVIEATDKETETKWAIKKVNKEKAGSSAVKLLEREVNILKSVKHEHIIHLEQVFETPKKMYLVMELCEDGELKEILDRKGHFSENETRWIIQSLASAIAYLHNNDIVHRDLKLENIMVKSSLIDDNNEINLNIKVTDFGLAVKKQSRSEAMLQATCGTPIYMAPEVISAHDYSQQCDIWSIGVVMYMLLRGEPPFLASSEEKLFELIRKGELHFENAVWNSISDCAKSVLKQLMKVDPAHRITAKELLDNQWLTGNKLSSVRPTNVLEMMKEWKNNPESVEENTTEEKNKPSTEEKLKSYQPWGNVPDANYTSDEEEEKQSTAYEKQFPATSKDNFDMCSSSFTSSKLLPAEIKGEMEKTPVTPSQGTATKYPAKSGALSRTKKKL
CHT inh – inhibitors of human choline transporter CHT; 310,000 tested, 0.86% active; B-score at 10 µM; Q9GZV3; AID 488975; CHT-expressing cells, membrane potential dye, choline response; stronger effect = lower value;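 active = B-score over 3 SD under the library average, and starting fluorescence ratio not unusually high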;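 also: choline stimulus applied at its EC90 after an EC20 pre-addition; B-score computed on integrated fluorescence ratio after choline addition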
Target sequence (Q9GZV3 whole entry, looked up): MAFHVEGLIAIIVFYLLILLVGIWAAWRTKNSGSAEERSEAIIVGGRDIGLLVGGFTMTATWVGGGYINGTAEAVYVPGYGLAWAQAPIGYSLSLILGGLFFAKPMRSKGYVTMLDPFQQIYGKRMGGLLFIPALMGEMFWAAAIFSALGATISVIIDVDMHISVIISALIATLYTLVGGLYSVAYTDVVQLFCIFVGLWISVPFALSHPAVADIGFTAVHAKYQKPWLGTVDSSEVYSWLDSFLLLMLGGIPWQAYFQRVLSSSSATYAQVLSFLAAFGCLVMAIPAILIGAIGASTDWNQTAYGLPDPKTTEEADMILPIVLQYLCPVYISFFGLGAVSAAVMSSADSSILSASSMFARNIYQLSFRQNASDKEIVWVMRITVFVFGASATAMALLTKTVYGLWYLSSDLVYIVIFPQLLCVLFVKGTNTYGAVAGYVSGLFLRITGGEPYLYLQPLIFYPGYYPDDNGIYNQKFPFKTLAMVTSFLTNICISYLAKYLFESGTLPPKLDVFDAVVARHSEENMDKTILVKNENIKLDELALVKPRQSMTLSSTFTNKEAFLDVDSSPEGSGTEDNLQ
CHT PAM – human CHT allosteric activation | AID 488977 | CHT-expressing cells, membrane potential dye, choline EC20; stronger effect = higher value; LV-AA mutant CHT in HEK293 cells | B-score at 10 µM | 310,000 tested, 0.49% active | Q9GZV3;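 active = initial fluorescence not abnormally high and integrated response B-score, plate-corrected, over 3 SD above library mean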
* hit, by the source's call; i = inactive; / = not tested or not shown.

The opening four records (preview)
entry	structure	STK33 kinase inh	CHT inh	CHT PAM
1	COc1ccc(N2CC(O)=C(c3nc(-c4ccc(Br)cc4)cs3)C2=N)cc1	/	i	i
2	COc1ccc(-c2[nH]ncc2CN(C)Cc2nonc2C)c(OC)c1	-0.9	i	i
3	COC(=O)c1sc2nc(-c3ccco3)ccc2c1N	1.7	i	i
4	CCOc1ccc(S(=O)(=O)N2CCCCCC2)cc1	-0.3	i	i

The whole of this part, previewed entries included:
entry	structure	STK33 kinase inh	CHT inh	CHT PAM
1	COc1ccc(N2CC(O)=C(c3nc(-c4ccc(Br)cc4)cs3)C2=N)cc1	/	i	i
2	COc1ccc(-c2[nH]ncc2CN(C)Cc2nonc2C)c(OC)c1	-0.9	i	i
3	COC(=O)c1sc2nc(-c3ccco3)ccc2c1N	1.7	i	i
4	CCOc1ccc(S(=O)(=O)N2CCCCCC2)cc1	-0.3	i	i
5	COC(=O)C1=C(C)NC(=O)/C1=C\c1cccs1	-1.2	i	i
6	CCOc1ccc(NC(=O)COc2nsnc2N2CCOCC2)cc1	-1.2	i	i
7	Cc1cccc(N(C(=O)Cn2nnc(-c3ccc(F)cc3)n2)C(C(=O)NC(C)(C)C)c2ccncc2)c1 (stereo not given)	-2.5	i	i
8	CCOC(=O)C1CCN(C(=O)Nc2ccc(C)c(Cl)c2)CC1	0.9	i	i
9	CCOc1ccc(S(=O)(=O)Nc2cc(OC)ccc2OC)cc1	1.0	i	i
10	Cc1cc(-c2ccccc2)n(-c2ccccc2)n1	-1.3	i	i
11	CC1CC(Nc2cccc(O)c2)=CC(=O)O1 (stereo not given)	-3.7	i	i
12	N=c1c(S(=O)(=O)c2ccccc2)cc2c(=O)n3ccccc3nc2n1C1CCCC1	14.1	i	i
13	CC(=O)Nc1ccc(NC(=O)CSc2nnc(NC(=O)c3cccc(F)c3)s2)cc1	-2.2	i	i
14	COc1cccc(/C=N/NC(=O)C(=O)N2CCCCCC2)c1OC	1.0	i	i
15	CCN(CC(=O)NCc1ccc(Cl)cc1)C(=O)CCOc1ccc(C)cc1	-0.6	i	i
16	O=C/C(=C\Nc1ccc(Cl)cn1)c1nc2cc(Cl)ccc2o1	-1.2	i	i
17	COC(=O)C1CCN(C(=O)COC(=O)COc2ccc(C#N)cc2)CC1	-1.4	i	i
18	CCOc1ccc(NC(=O)CN(C)C(=O)CN2C(=O)NC3(CCCC3)C2=O)cc1OCC	0.2	i	i
19	CCCN(C(=O)CCCSc1nc2ccccc2[nH]1)c1c(N)n(Cc2ccccc2)c(=O)[nH]c1=O	-6.3	i	i
20	C/C(=N\OC(=O)c1ccccc1)c1cc(-c2ccc(Cl)cc2)no1	0.4	i	i

The list goes on.
entry	structure	STK33 kinase inh	CHT inh	CHT PAM
21	Nn1c(Cc2cccc3ccccc23)n[nH]c1=S	-1.0	i	i
22	O=C(Nc1ccccc1F)c1cc(-c2ccco2)nc2ccccc12	0.3	i	i
23	COc1ccc(C(=O)CC(=O)C(=O)Nc2ccccc2Cl)cc1	-0.4	i	i
24	Cc1ccccc1S(=O)(=O)Oc1ccc2ccc(O)cc2c1	0.5	i	i
25	N/C(=N\OC(=O)Cc1ccccc1)c1ccccc1Cl	1.3	i	i
26	COc1ccc(S(=O)(=O)Nc2ccc3c(c2)OCO3)cc1C(=O)O	-1.5	i	i
27	COc1ccc(-n2ncc3c(Nc4cccc(C)c4)ncnc32)cc1	0.6	i	i
28	O=C(Nc1nnc(SCCC2OCCO2)s1)C1CC(=O)N(c2ccc(F)cc2)C1 (stereo not given)	-1.1	i	i
29	O=C(Nc1ccc2c(c1)OCCO2)c1ccc(Cl)c(S(=O)(=O)N2CCCCC2)c1	-0.4	i	i
30	Cc1ccc(/C=C/C2=NN(Cc3ccccc3Cl)C(=O)CC2)cc1	/	i	i
31	COc1ccc(N2CC(O)=C(c3nc(-c4ccc(F)cc4)cs3)C2=N)cc1OC	0.3	i	i
32	C=CCN1C(=O)/C(=C2/Sc3ccc(OC)cc3N2CC)SC1=S	-0.7	i	i
33	Cc1ccc(NC(=O)C(=O)C2C(=O)Nc3ccccc32)cc1 (stereo not given)	-2.2	i	i
34	CSCC(C)N1CCC(CCC(=O)NC2CC2)CC1 (stereo not given)	-0.9	i	i
35	COc1cc(CN2CCN(C(=O)c3cccc4ccccc34)CC2)cc(OC)c1O	0.7	i	i
36	COc1ccccc1C1/C(=C(/O)c2ccccc2)C(=O)C(=O)N1CC(C)O (stereo not given)	-2.4	i	i
37	Cc1ccc2sc3ccc(NC(=O)c4ccccc4Cl)cc3c(=O)c2c1	-1.6	i	i
38	O=S(=O)(c1ccccc1)N1CCN(CCc2ccccc2)CC1	2.2	i	i
39	CN1C2CCC1CC(NS(=O)(=O)c1cccc(C(F)(F)F)c1)C2 (stereo not given)	-0.1	i	i
40	O=C(Nc1ccc2c(c1)CCC2)C1CCN(c2ncccn2)CC1	-2.2	i	i

Following part:
entry	structure	STK33 kinase inh	CHT inh	CHT PAM
41	COC(=O)/C=C/c1ccc(OC(=O)OC)c(OC(=O)OC)c1	-1.3	i	i
42	C=CCN(CC=C)C(=O)C(=O)c1ccn(-c2c(C)csc2C(=O)OC)c1	-2.0	i	i
43	CSc1ccc(NS(=O)(=O)c2ccc(-n3cnnn3)cc2)cc1	-0.3	i	i
44	CCN1CCCC1CNC(=O)c1cc2ccc(OC)cc2[nH]1 (stereo not given)	-0.3	i	i
45	Cc1cc(-n2c(C)cc(C(=O)CSc3nncn3C(C)C)c2C)no1	-0.5	i	i
46	NNC(=O)c1[nH]c2ccccc2c1-c1ccccc1	0.1	i	i
47	Cc1c(N2C(=O)CS/C2=N\N=C\c2ccccc2O)c(=O)n(-c2ccccc2)n1C	-0.5	i	i
48	COc1cc(/C=C2\CC/C(=C\c3cc(OC)c(O)c(OC)c3)C2=O)cc(OC)c1O	-0.2	i	i
49	CCOC1=NN(c2ccc(Cl)cc2)C(=O)/C1=C\N(C)C	-0.7	i	i
50	COc1cc(/C=C2/SC(=S)N(CC(=O)NC(C)(C)C)C2=O)cc(OC)c1OC	0.2	i	i
51	CN(C)c1nc(NC(C)(C)C)nc(NC(C)(C)C)n1	-2.6	i	i
52	CC[C@@H](C)C(C(=O)N1CCN(C(=O)OC(C)(C)C)CC1)n1cc(-c2cn([C@@H](C)C(=O)N3CCN(C(=O)OC(C)(C)C)CC3)nn2)nn1 (stereo not given in full)	1.0	i	i
53	Cc1ccccc1C1CCCN(Cc2nc(CC3CC3)no2)C1 (stereo not given)	-0.5	i	i
54	Cc1ccc(NC(=O)CSC2=C(C#N)C(c3ccco3)C3=C(CC(C)(C)CC3=O)N2)cc1 (stereo not given)	0.3	i	i
55	COc1ccc(S(=O)(=O)N2CCCC2)cc1Br	-1.5	i	i
56	Cc1ccccc1NCC(=O)N/N=C/c1c(C)c(C(=O)c2ccc(Cl)cc2)n2ccccc12	-0.7	i	i
57	CCCCCCCC(=O)NNC(=O)c1ccc([N+](=O)[O-])cc1	-0.7	i	i
58	CCOc1cc(C(=O)N(C)c2ccccc2)cc(OCC)c1OCC	-0.8	i	i
59	Cn1cc([N+](=O)[O-])c(C(=O)Nc2cnn(Cc3ccc(F)cc3)c2)n1	/	i	i
60	O=C(O)c1cccc(Cn2c(Cl)c(/C=N/NC(=O)c3ccccc3O)sc2=O)c1	0.8	i	i

(cont.)
entry	structure	STK33 kinase inh	CHT inh	CHT PAM
61	CCc1ccc(-c2nc(CN3CCC(C(=O)NCc4ccc(F)cc4)CC3)c(C)o2)cc1	0.4	i	i
62	CC(C)Cn1c(N)c(C(=O)NCC2CCCO2)c2nc3ccccc3nc21 (stereo not given)	-0.8	i	i
63	Cc1ccsc1C(=O)OCC(=O)Nc1c(Cl)cccc1C(F)(F)F	-0.1	i	i
64	COc1ccc(C2CC(c3ccc(OC)cc3OC(C)=O)=NN2C(=O)c2ccccc2)cc1 (stereo not given)	-2.1	i	i
65	CC(C)C[C@H](NC(=O)c1nc[nH]c1C(=O)NCCCCCNC(=O)OC(C)(C)C)C(=O)OCc1ccccc1	-0.2	i	i
66	O=C(Nc1cccc(-c2cccc(Cl)c2)c1)C1CCN(Cc2ccon2)CC1	-2.8	i	i
67	COc1ccc(C(=O)c2sc(Nc3ccccc3F)nc2N)cc1	2.7	i	i
68	NC(=O)COC(=O)c1cccnc1Nc1ccccc1F	1.0	i	i
69	COc1ccc(F)c(CN(C)CC2CCCN(CCc3ccc(F)cc3)C2)c1 (stereo not given)	-2.6	i	i
70	C=C1CCN([C@@H](Cc2ccccc2)C(=O)O)S(=O)(=O)c2ccccc21	1.1	i	i
71	COC(/C=C/Nc1ccc(C)cc1)=C(C#N)C#N	-0.9	i	i
72	CCn1ncc(/C=N\NC(=O)c2cc(-c3ccc(C)cc3C)nc3ccccc23)c1C	-0.7	i	i
73	O=C1CN(C(=O)COC(=O)CNC(=O)c2ccc(Br)o2)c2ccccc2N1	0.5	i	i
74	COc1ccc(-c2c(-c3ccc(OCC(=O)NN)cc3O)n[nH]c2C)cc1OC	-2.2	i	i
75	CCN(C(=O)CSc1nnnn1-c1ccccc1)c1c(N)n(Cc2ccccc2)c(=O)[nH]c1=O	/	i	i
76	O=S(=O)(Nc1nccs1)c1ccc(Nc2nnc(-c3ccccc3)c3ccccc23)cc1	-0.3	i	i
77	COc1ccccc1CNC(=O)C(C)Sc1ccsc1[N+](=O)[O-] (stereo not given)	0.5	i	i
78	COc1cccc(CNC(=O)C2CCN(S(=O)(=O)N3CCCC3)CC2)c1	0.4	i	i
79	O=C1SC(Cc2ccccc2)C(=O)N1c1ccccc1 (stereo not given)	4.6	i	i
80	O=C1C[C@H]2[C@H](CO)[C@@H](OC(=O)c3ccc(-c4ccccc4)cc3)C[C@H]2O1	0.9	-5.75*	i

Further structures.
entry	structure	STK33 kinase inh	CHT inh	CHT PAM
81	C=CCn1c(SCC(=O)Nc2c(C)n(C)n(-c3ccccc3)c2=O)nc2scc(-c3ccccc3)c2c1=O	-2.4	i	i
82	COc1ccc(CCNCC(O)COc2ccc(OC)cc2C(C)(C)C)cc1 (stereo not given)	0.0	i	i
83	COc1ccc(-c2n[nH]c(C)c2-c2cscn2)c(O)c1	-1.8	i	i
84	Fc1ccc(-n2[nH]nnc2=S)cc1N1CCCC1	-0.7	i	i
85	CCn1nc(C(=O)Nc2ccccc2N2CCCC2)c2ccccc2c1=O	1.3	i	i
86	Fc1cc(F)c2nc(N3CCCC3)sc2c1	0.0	i	i
87	CCCNC(=S)N1CCC(n2cnc3ccccc32)CC1	-1.6	i	i
88	Cc1cc(NO)c(C(C)C)cc1N=O	1.8	i	i
89	COc1ccc(CN2[C@@H](CC(=O)O)c3cc(C(F)(F)F)ccc3S2(=O)=O)cc1	-0.3	i	i
90	CCCN(CC1CC1)C(=S)NC(=O)C1CC1	-0.1	i	i
91	Cc1sc(NC(=S)NC(=O)CCc2ccccc2)c(C(N)=O)c1C	-1.7	i	i
92	C=CCN1C(=O)c2ccc(C(=O)OCC(=O)Nc3ccc(S(N)(=O)=O)cc3)cc2C1=O	-0.8	i	i
93	COc1ccc(CN2CCN(C(=O)c3cc(-c4cccnc4)nc4ccc(Cl)cc34)CC2)c(OC)c1OC	0.4	i	i
94	O/N=C(/Cc1ccccn1)c1ccccc1	-3.2	i	i
95	CC(C)Sc1cc(N2CCCC2)nc(-c2ccccc2Cl)n1	-0.6	i	i
96	CC(=O)c1cccc(NC(=O)C(=O)Nc2cccc3ccccc23)c1	-0.9	i	i
97	CCOC(=O)C(CC(C)C)CP(=O)(O)CNC(=O)OCc1ccccc1 (stereo not given)	-2.4	i	i
98	Cc1ccc(-c2nsc(SCC(=O)NCC3CCCO3)n2)cc1 (stereo not given)	-0.7	i	i
99	N#C/C(=C\Nc1ccccc1O)c1nc2ccccc2o1	-1.2	i	i
100	c1ccc(SCc2cc(-c3ccccc3)no2)cc1	-6.3	i	i

Later entries
entry	structure	STK33 kinase inh	CHT inh	CHT PAM
101	CCc1cc2c(=O)n(Cc3ccco3)c(SCC(=O)N3CCCc4ccccc43)nc2s1	1.9	i	i
102	CCN(C(=O)C1CCN(c2nc(-c3ccc(OC)cc3)no2)CC1)c1ccc(OC)cc1	-0.4	i	i
103	Cc1ccc(C2/C(=C(/O)c3ccccc3)C(=O)C(=O)N2CCN2CCOCC2)o1 (stereo not given)	-0.5	i	i
104	O=C(CCCN1C(=O)c2ccccc2C1=O)Nc1ccc(Br)cn1	0.3	i	i
105	CCOC(=O)c1ccc(NC(=O)COc2ccc(-n3cnnn3)cc2)cc1	-0.6	i	i
106	CCOC(=O)C1=C(C)NC(=S)NC1c1cc(C)sc1C (stereo not given)	-0.8	i	i
107	COc1ccc(N(CC(=O)NCc2ccccn2)S(=O)(=O)c2ccccc2[N+](=O)[O-])c(OC)c1	0.8	i	i
108	O=C(CCC(=O)Nc1cc(C(F)(F)F)ccc1Cl)N/N=C\c1cc([N+](=O)[O-])ccc1O	-2.2	i	i
109	Cc1nnc(NC(=O)C2C3C=CC(O3)C2C(=O)O)s1 (stereo not given)	1.4	i	i
110	O=C(NCc1ccccc1)C1CCCN1C(=O)Nc1ccccc1[N+](=O)[O-] (stereo not given)	-19.2	i	i
111	COc1ccc(Cn2nnnc2C(CC(C)C)N2CCN(c3ccccc3)CC2)cc1 (stereo not given)	-4.7	i	i
112	Clc1ccc(Cn2ccc(-c3ccc4c(c3)OCO4)n2)cc1Cl	-0.2	i	i
113	CCOC(=O)c1ccc(NC(=S)Nc2ccc(Cl)cn2)cc1	-1.2	i	i
114	CCC(=O)NC(Nc1cc(C)ccn1)(C(F)(F)F)C(F)(F)F	-2.0	i	i

Arranged by length of the SMILES (descending): three of the compounds above.
entry	structure	STK33 kinase inh	CHT inh	CHT PAM
89	COc1ccc(CN2[C@@H](CC(=O)O)c3cc(C(F)(F)F)ccc3S2(=O)=O)cc1	-0.3	i	i
49	CCOC1=NN(c2ccc(Cl)cc2)C(=O)/C1=C\N(C)C	-0.7	i	i
51	CN(C)c1nc(NC(C)(C)C)nc(NC(C)(C)C)n1	-2.6	i	i

Assay outcomes: PubChem, several laboratories

An unsorted share of the library; any-hit rate near 1.5%.
